# pPAFAH inh = pPAFAH (human) enzyme inhibition; recombinant pPAFAH, FP-rhodamine probe fluorescence polarization; actives 1.5% (n = 330,000); AID 463082; inhibition, % at 3.39 µM; Q13093;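 active means inhibition above the mean inhibition across the screen plus 3 SD, cut at about 25% in these data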;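 further: inhibitors block binding of the rhodamine activity-based probe so polarization drops; 0% = enzyme with DMSO and 100% = wells lacking pPAFAH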
# Target sequence (Q13093 whole entry, looked up): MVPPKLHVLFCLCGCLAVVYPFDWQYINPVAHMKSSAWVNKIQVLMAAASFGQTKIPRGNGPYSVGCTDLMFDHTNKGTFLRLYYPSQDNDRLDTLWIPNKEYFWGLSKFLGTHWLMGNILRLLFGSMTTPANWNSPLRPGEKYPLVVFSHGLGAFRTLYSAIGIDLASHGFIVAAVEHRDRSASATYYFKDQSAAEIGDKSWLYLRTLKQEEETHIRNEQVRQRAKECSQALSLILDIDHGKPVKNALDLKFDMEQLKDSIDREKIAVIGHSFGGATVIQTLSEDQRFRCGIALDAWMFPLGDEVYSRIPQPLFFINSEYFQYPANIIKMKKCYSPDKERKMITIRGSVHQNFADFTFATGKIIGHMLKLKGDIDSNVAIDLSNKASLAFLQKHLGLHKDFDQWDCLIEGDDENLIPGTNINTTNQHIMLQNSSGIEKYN
# LYPLA2 counter = LYPLA2 (human) inhibition in PME1 counter-screen; recombinant LYPLA2, FP-Rh probe fluorescence polarization; inhibition, % at 5.9 µM; actives 0.38% (n = 320,000); AID 2177;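 active means inhibition above the screen-wide mean plus 3 SD, limit set per campaign, cut at about 26% in these data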;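 further: 0% = LYPLA2 with DMSO and 100% = wells lacking LYPLA2 enzyme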
# Target sequence (O95372 whole entry, looked up): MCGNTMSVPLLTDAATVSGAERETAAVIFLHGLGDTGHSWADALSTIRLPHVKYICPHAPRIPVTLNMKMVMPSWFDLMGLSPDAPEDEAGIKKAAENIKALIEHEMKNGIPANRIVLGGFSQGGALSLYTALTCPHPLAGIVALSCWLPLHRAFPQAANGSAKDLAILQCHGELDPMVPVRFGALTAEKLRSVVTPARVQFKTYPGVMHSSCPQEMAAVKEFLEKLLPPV
# PAD4 inh = blocks human protein arginine deiminase 4. Q9UM07. recombinant PAD4, RCA probe fluorescence polarization. inhibition, % at 6.36 µM. actives 0.41% (n = 330,000). AID 485272;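 active means percent inhibition above a cutoff equal to the mean of all tested compounds plus 3 SD, cut at about 15% in these data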;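 further: 0% = PAD4 with RCA probe and DMSO and 100% = probe without PAD4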
# LYPLA1 inh = LYPLA1 (human) inhibition in PME1 counter-screen | O75608 | recombinant LYPLA1, FP-Rh probe fluorescence polarization | inhibition, % at 5.9 µM | actives 0.16% (n = 320,000) | AID 2174;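 active means inhibition above the mean of all tested compounds plus 3 SD, set per campaign, cut at about 14% in these data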;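 further: inhibitors block serine hydrolase probe labeling of LYPLA1 so polarization falls; 0% = enzyme with DMSO and 100% = wells lacking LYPLA1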
# GSTO1 counter = blocks human GSTO1 in RBBP9 counter-screen; recombinant GSTO1, activity-based probe fluorescence polarization; inhibition, % at 5.96 µM; actives 1.1% (n = 300,000);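 active means inhibition above the campaign mean inhibition plus 3 SD, cut at about 35% in these data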;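 further: 0% = GSTO1-1 with DMSO and 100% = wells lacking GSTO1-1 enzyme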
# PME-1 primary = blocks human protein phosphatase methylesterase 1; inhibition, % at 5.9 µM; AID 2130; recombinant PME-1, FP-Rh probe fluorescence polarization; actives 0.53% (n = 320,000); Q9Y570;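 active means inhibition above the campaign mean of all compounds plus 3 SD, cut at about 26% in these data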;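 further: competitive labeling of PME-1 active site by serine hydrolase directed probe; 0% = PME-1 with DMSO and 100% = wells lacking PME-1 enzyme; inhibitors block probe labeling so polarization falls and inhibition rises; many of its hits are not listed in these tables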
# PAFAH1B2 FP inh = blocks human PAF acetylhydrolase 1b catalytic subunit 2; inhibition, % at 3.39 µM; recombinant PAFAH1B2, FP-rhodamine activity probe, fluorescence polarization; actives 1.2% (n = 340,000);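 active means inhibition above the mean of all tested compounds plus 3 SD, cut at about 24% in these data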;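 further: 0% = enzyme with DMSO and 100% = wells lacking PAFAH1B2; many of its hits are not listed in these tables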
# PAFAH1B3 inh = inhibitors of human PAFAH1B3; Q15102; recombinant PAFAH1B3, FP-rhodamine probe, fluorescence polarization; inhibition, % at 3.39 µM; actives 0.28% (n = 340,000); AID 492972;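 active means inhibition above the screen-wide average of all tested compounds plus 3 SD, cut at about 25% in these data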;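 further: 0% = enzyme with DMSO only and 100% = wells lacking PAFAH1B3 protein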
# Target sequence (Q15102 whole entry, looked up): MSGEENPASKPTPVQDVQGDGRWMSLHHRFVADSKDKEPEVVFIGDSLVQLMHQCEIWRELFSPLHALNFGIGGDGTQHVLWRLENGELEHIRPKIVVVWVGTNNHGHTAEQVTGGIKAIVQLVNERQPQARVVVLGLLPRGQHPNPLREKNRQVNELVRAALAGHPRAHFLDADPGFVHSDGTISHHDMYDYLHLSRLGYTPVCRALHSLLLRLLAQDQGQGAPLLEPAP
# PREPL inhibitor = inhibitors of human prolyl oligopeptidase-like enzyme PREPL | AID 2751 | inhibition, % at 5.96 µM | Q4J6C6 | recombinant PREPL, fluorescence polarization activity-based probe | actives 0.68% (n = 320,000); in the data active means inhibition above about 43%;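 further: 0% = enzyme with DMSO and 100% = wells lacking enzyme; many of its hits are not listed in these tables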
# An asterisk follows results filed as active; . = not tested or not shown. The list is partial, so the mix of outcomes need not match the whole.
SMILES,pPAFAH inh,LYPLA2 counter,PAD4 inh,LYPLA1 inh,GSTO1 counter,PME-1 primary,PAFAH1B2 FP inh,PAFAH1B3 inh,PREPL inhibitor
O=c1c2ccccc2nc(Cc2cccc([N+](=O)[O-])c2)n1-c1ccc(O)cc1,16.2,3.8,4.7,3.0,-1.0,13.1,4.4,2.3,-7.6
CCCN(CCC)C1CCc2ccc(O)cc2C1 (centres undefined),3.0,0.8,1.8,5.2,1.3,-2.0,0.8,14.9,2.2
C=CCn1c(O)c(C(CC)=NCCC2=CCCCC2)c(=O)[nH]c1=O,7.5,10.6,5.5,-0.9,-3.1,-2.8,4.1,8.5,8.2
CC(C)(C)[C@]1(O)C[C@@H]2OC(=O)C[C@@]23C(=O)O[C@@H]2OC(=O)[C@H](O)[C@]213,-1.1,4.0,2.1,0.9,1.0,-1.8,-4.7,10.4,6.9
Cc1ccccc1-n1c(O)c(/C=N/NC(=O)c2ccncc2)c(=O)[nH]c1=O,4.1,4.1,-4.6,-1.5,6.9,-1.0,1.5,6.8,-2.7
Cc1cc(O)c2c(c1)C(=O)C13C(=C2O)C(=O)[C@H]2[C@@H](O)[C@@H]1[C@H]1[C@H](O)[C@@H]3C(=O)C3=C(O)c4c(O)cc(C)cc4C(=O)C312 (some centres undefined),5.0,-12.1,-12.7,-1.2,27.8,-4.0,4.2,13.6,-7.8
Nc1ncnc2c1ccn2[C@@H]1O[C@H](CO)[C@@H](O)[C@H]1O,1.5,5.7,-2.5,3.5,-2.5,1.8,-0.5,-4.0,-1.6
Cc1cc(OCCN2CC2)c2ccccc2n1,-0.7,-2.6,1.8,-0.6,-5.4,-4.3,.,.,6.7
CN(C)C1=C(C#N)C(c2ccccc2)=NP(N(C)C)(N(C)C)=N1,4.3,1.4,-0.5,-0.6,8.1,0.2,-7.5,1.6,12.9
CN1CCN(c2ccc([N+](=O)[O-])c(NCc3ccco3)c2)CC1,0.5,1.8,3.0,-5.1,-2.5,2.5,-4.0,4.2,12.0
C=CCn1c(O)c(C(C)=NCc2ccc3c(c2)OCO3)c(=O)[nH]c1=O,1.3,1.1,2.2,-1.5,8.2,-5.9,-4.6,8.7,42.8
CN1C(=O)C(=Cc2ccccc2OCc2ccccc2Cl)C(=O)N(C)C1=O,11.3,-1.0,-0.1,-1.1,19.2,0.2,2.9,1.1,20.3
CC(C(=O)N1CCC2(CC1)OCCO2)C1Sc2ccccc2NC1=O (centres undefined),15.8,10.5,0.8,5.0,2.5,-7.3,4.8,10.2,6.2
CC(Cc1ccccc1)NC(=O)Cc1ccc(N(C)C)cc1 (centres undefined),3.3,2.6,3.7,2.9,1.1,7.2,0.6,4.6,8.4
CCOC(=O)c1cccc([P+](=O)O)c1,2.6,2.8,3.0,2.6,-0.3,1.2,2.7,5.1,-5.9
C[N+]1(C)C2CCC1CC(OC(=O)c1c[nH]c3ccccc13)C2 (centres undefined),-1.1,-4.1,3.3,0.2,3.5,-5.4,-3.4,-1.6,8.3
O=C(C[N+]12CCC(CC1)C(OC(=O)c1ccccc1)C2)c1ccc([N+](=O)[O-])cc1 (centres undefined),-0.8,-4.1,-1.1,2.1,8.8,2.5,3.0,1.7,41.7
c1ccc2c(CN3CCN(C4CCCCC4)CC3)c[nH]c2c1,1.9,-1.4,-0.7,-0.8,17.1,1.3,-0.6,-3.1,37.5
Cc1cccc(NC2=NCCCS2)c1C,3.1,-1.2,-1.7,2.4,-0.9,4.8,1.3,8.4,3.5
CCc1ccc(/C=C(/C#N)C(N)=S)cc1,13.6,-2.4,-2.6,1.1,33.7,6.4,2.1,16.4,-3.7
CCN(CC)C(=O)c1ccc(NC(=O)c2sccc2-c2ccccc2)cc1,1.3,2.9,-6.4,2.9,3.4,-1.4,3.5,1.1,1.1
COc1ccc(-n2c(-c3ccccc3Br)nc3ccccc3c2=O)cc1,5.3,-0.4,-1.4,0.9,3.1,6.3,0.6,0.3,-9.8
C/C=C1\CN2[C@H]3C[C@@]45c6ccccc6N(C)[C@H]4[C@@H]2CC1C3[C@H]5O (some centres undefined),6.6,2.3,-0.1,-1.1,5.9,-3.9,1.6,3.0,8.3
COc1ccc(C2NCc3ccc4c(c3-n3cccc32)OCO4)cc1OC (centres undefined),-0.3,2.5,-6.0,1.1,0.3,6.4,2.2,-1.7,-15.2
COC(=O)C(O)(c1ccc(N(C)C(=O)c2cccs2)cc1)C(F)(F)F (centres undefined),-1.4,6.1,-1.8,-0.2,20.5,-0.8,4.8,5.3,9.8
CCOC(=O)c1cncn1[C@H](C)c1ccccc1,-0.5,4.4,-2.1,1.1,1.8,-1.8,.,.,24.4
O=C(c1cc(C(=O)NCc2ccc(Cl)cc2)c(=O)n(Cc2ccc(Cl)cc2)c1)c1cc(F)ccc1O,-9.6,-30.5,-0.4,-14.9,-11.2,-20.2,-22.1,-28.1,-5.3
CCc1cc(=O)oc2cc(C)cc(OCC(=O)N3CCC(C(=O)O)(c4ccccc4)CC3)c12,3.2,4.3,-3.2,2.6,-2.4,0.8,6.8,1.5,1.4
CCOC(=O)c1ccc(N=Cc2c(O)n(-c3ccccc3F)c(=S)[nH]c2=O)cc1,-3.5,-13.0,-3.8,-4.9,-16.8,-15.6,-54.7,-80.0,-12.8
CCc1ccc(C2=NN(CCC(=O)N3CCC4(CC3)OCCO4)C(=O)CC2)cc1,5.6,1.1,4.7,2.8,0.4,-3.6,1.5,2.7,33.3
CN(C)/C=C1/C(=O)NC(=O)N(CCNc2ncc(C(F)(F)F)cc2Cl)C1=O,8.6,-9.1,-3.1,-3.9,-2.7,4.4,8.1,6.1,7.6
COC(=O)C1=C(c2ccc(OC)c(OC)c2)C[C@@H]2CC[C@H]1N2C(=O)NCc1cccc2ccccc12,3.2,1.1,-2.2,3.1,.,3.1,-4.3,14.1,1.9
O=C(O)C(Cl)Cl,-13.7,5.4,-12.2,0.1,-11.8,-4.1,.,.,-2.8
Cc1ccc(NC(=O)c2cc(-c3ccccc3)n(CCCN3CCOCC3)c2C)cc1,5.9,1.1,-2.5,-2.6,4.6,-0.5,.,.,3.5
CCCCCCC(=O)c1c(O)n(-c2ccccc2OC)c(=O)[nH]c1=O,3.0,1.1,-0.9,1.0,3.3,-2.4,8.6,-7.3,-4.8
COC(=O)C1=C(c2cccc(OCc3ccccc3)c2)C[C@@H]2CC[C@H]1N2C(=O)NCCCOC(C)C,3.1,0.9,0.8,-1.4,.,-2.8,20.7,-7.8,45.9*
O=C(Cn1c(=O)n(CC2CS2)c2ccccc21)N1CCCCC1 (centres undefined),-0.8,7.4,-0.6,-0.2,16.1,-4.1,0.2,8.5,-0.6
CC(=O)O[C@@]12CO[C@@H]1C[C@H](OC1OCC(O)C(O)C1O)[C@@]1(C)C(=O)[C@H](O)C3=C(C)[C@@H](OC(=O)[C@H](O)[C@@H](NC(=O)c4ccccc4)c4ccccc4)C[C@@](O)([C@@H](OC(=O)c4ccccc4)C12)C3(C)C (some centres undefined),9.0,2.2,2.9,-0.7,-9.3,3.1,0.8,-2.8,0.9
O=C1C2CCCN2C(c2cccnc2)N1c1ccc(Cl)c(Cl)c1 (centres undefined),5.1,3.6,7.2,-0.3,-0.3,-4.8,0.2,3.2,-0.5
O=[N+]([O-])[N-][n+]1cnn(Cc2ccc(Cl)cc2)c1,4.6,7.4,-0.2,5.6,7.0,0.0,7.5,6.7,6.8
CC[N+](C)(CC)CCCOC(=O)C(O)(c1ccccc1)C1CCCCC1 (centres undefined),1.0,3.1,-0.7,2.8,5.5,-3.7,6.7,-2.0,-0.5
COC(=O)C1=C(c2ccc(F)cc2OCc2ccccc2)C[C@@H]2CC[C@H]1N2C(=O)NCc1ccccc1,3.1,3.9,-1.2,3.7,.,-5.9,1.4,7.2,14.0
CC(=O)N1CN2CN(C(C)=O)CC(C(=O)c3ccccc3)(C2)C1,0.8,7.1,1.5,1.4,3.7,-1.7,2.3,1.1,6.0
CCCCn1c(O)c(C=NCc2ccc3c(c2)OCO3)c(=O)[nH]c1=O,2.5,1.7,-3.7,-1.6,1.9,2.9,6.0,-0.7,15.0
Nc1ccc2c(c1)oc1ccccc12,0.0,0.8,-2.0,-2.0,6.1,0.1,11.4,3.0,16.1
COc1cc(C2SCC(=O)Nc3c2c(=O)[nH]n3C2CCCCCC2)cc(OC)c1OC (centres undefined),3.9,7.3,1.7,5.2,-4.6,3.9,9.1,-4.4,3.2
COc1ccc(CCn2c(O)c(C=Nc3ccc(NC(C)=O)cc3)c(=O)[nH]c2=O)cc1OC,1.2,-4.2,3.2,-3.0,0.6,-4.2,.,.,-0.9
O=C1CN=C(c2ccccc2)c2ccccc2N1,4.6,5.3,-2.1,1.0,-5.6,-10.0,8.8,2.6,-8.7
O=c1[nH]c(=O)n(Cc2ccco2)c(O)c1C=NC1CC1,-0.2,2.0,-6.9,2.1,1.2,-5.0,-2.1,3.8,15.6
CNC(=O)Oc1ccc(N(C)C)cc1C(C)C,9.3,-3.4,-3.1,-0.7,3.3,-1.4,8.0,1.5,0.6

# Molecules above that contain a COOH group:
SMILES,pPAFAH inh,LYPLA2 counter,PAD4 inh,LYPLA1 inh,GSTO1 counter,PME-1 primary,PAFAH1B2 FP inh,PAFAH1B3 inh,PREPL inhibitor
CCc1cc(=O)oc2cc(C)cc(OCC(=O)N3CCC(C(=O)O)(c4ccccc4)CC3)c12,3.2,4.3,-3.2,2.6,-2.4,0.8,6.8,1.5,1.4
O=C(O)C(Cl)Cl,-13.7,5.4,-12.2,0.1,-11.8,-4.1,.,.,-2.8

# New compounds follow:
SMILES,pPAFAH inh,LYPLA2 counter,PAD4 inh,LYPLA1 inh,GSTO1 counter,PME-1 primary,PAFAH1B2 FP inh,PAFAH1B3 inh,PREPL inhibitor
CCNc1nc(NC(C)(C)C)nc(SC)n1,-2.8,2.0,-3.1,-1.1,0.7,2.5,4.8,-4.3,2.5
O=[N+]([O-])c1ccc(N2CCNCC2)c(Cl)c1,2.0,-1.5,1.0,-4.5,2.4,-1.8,-1.2,-4.2,4.6
COc1ccc(CNCCc2ccc(Cl)cc2)c(OC)c1OC,-3.0,7.1,2.6,1.8,8.2,-2.2,3.5,1.1,-12.7
O=C(Oc1ccc([N+](=O)[O-])cc1)N1CCC(N2CCCCC2)CC1,34.4*,3.5,4.5,-2.2,7.2,-0.5,1.1,-1.6,17.7
COc1ccc(C2CN(C)CC2C(=O)c2ccc(F)cc2)cc1Cl (centres undefined),3.7,1.6,-8.0,-2.5,1.6,-1.0,1.0,4.9,-37.0
Oc1ccc2c3c1OC1c4oc5ccccc5c4C[C@@]4(O)[C@@H](C2)N(CC2CC2)CC[C@]314 (some centres undefined),4.7,.,-1.9,.,.,.,-6.4,6.9,-4.9
COC(=O)C1=C(c2cccc(Cl)c2)C[C@@H]2CC[C@H]1N2C(=O)NCC1CC1,-1.2,0.1,1.8,1.0,.,0.6,-4.1,-11.7,-0.6
CC1(C)CN=C(Nc2nc3ccccc3s2)S1,5.8,-2.4,-4.0,-4.4,-8.5,-8.0,-4.8,2.0,-2.6
COC(=O)C1=Nc2ccccc2/C1=C\c1c(O)n(C)c(=O)n(C)c1=O,4.7,-1.7,0.9,-1.5,9.7,-1.4,.,.,16.6
COc1cc(C=C2C(=O)NC(=O)NC2=O)ccc1O,8.6,0.6,-1.7,-0.9,7.5,5.5,-1.3,8.9,-1.1
CCC(C)N1C(=O)/C(=C\c2cnc(N(C)C)nc2)C(=O)NC1=S (centres undefined),0.0,-17.5,-9.1,-5.5,-1.7,-10.4,18.2,-1.4,1.6
